# Screening results: PubChem BioAssay, NCI
# All columns: NCI-60 one-dose screen, growth in % after 48 h at 10 µM unless noted; 100 = growth as untreated, 0 = no growth, -100 = all killed.
# MDA-MB-231: MDA-MB-231 breast cancer; AID 1794789; actives 5% (n = 81,000)
# K-562: K-562 leukemia | actives 7.4% (n = 78,000)
# T-47D: T-47D breast cancer; actives 5% (n = 79,000)
# MCF7: MCF7 breast cancer | actives 6.3% (n = 82,000)
# BT-549: BT-549 breast cancer; actives 4.4% (n = 78,000); AID 1794793
# LOX IMVI: LOX IMVI melanoma; actives 7.4% (n = 79,000)
# MDA-MB-468: MDA-MB-468 breast cancer | actives 8.5% (n = 78,000)
# HS 578T: HS 578T breast cancer; actives 4.1% (n = 78,000); AID 1794788
# * = called active by the depositor; . = no result given; & = joins results of further samples; ! = a repeat was not active. The calls were made as follows: active = growth percent below 10; inactive = the rest. This is a random part of the collection; about 12% have a hit in one of these screens.
SMILES,MDA-MB-231,K-562,T-47D,MCF7,BT-549,LOX IMVI,MDA-MB-468,HS 578T
O=C(Nc1ccncc1)C(=O)c1cn(S(=O)(=O)c2ccc(C(F)(F)F)cc2)c2ccccc12,70,.,84,89,105,92,37,104
COc1c(C(=O)/C=C/c2ccc(C)o2)c(O)cc2occc12,89,23,67,39,68,71,31,66
CC1=C(C)C[C@@]2(Cc3c(ccc4ccccc34)C2=O)S(=O)C1 (stereo partly drawn),103,104,88,106,111,96,117,98
COC(=O)[C@@H](NS(=O)(=O)N(c1ccc(F)cc1)C1CCN(Cc2ccc(F)cc2)CC1)C(C)C,111,84,82,109,101,98,97,111
CC1(C)CC(=O)C2=C(C1)OC1=C(C(=O)CC(C)(C)C1)C2c1ccccc1Cl,103,93,92,93,118,100,90,102
CCOC(=O)C1=CCC(n2ccc(=O)[nH]c2=O)O1 (stereo not drawn),95,82,94,99,95,104,.,112
ONC(=NCc1ccccc1)c1ccccc1,98,94,94,97,94,98,120,105
O=C1Nc2ccc(Cl)cc2/C1=C/c1ccc(OCc2ccc(Br)cc2F)cc1,95,41&91,10&106,12&87,82&129,7.6*!,49&93,-0.7*!
Cc1nc(C(F)(F)F)c(F)c(=O)[nH]1,113,90,.,97,101,95,101,103
CCOC(=O)/C(C#N)=C(\C)CCc1ccccc1,109,142,99,92,.,97,76,99
c1cc[n+](Cc2ccc3ccccc3n2)cc1,101,106,107,100,105,91,83,97
Clc1ccc2c(c1)NC1(CCSc3ccccc31)n1nccc1-2 (stereo not drawn),98,97,101,102,97,92,106,110
Cn1c(=O)c2c(nc(N/N=C/c3ccccc3Br)n2C)n(C)c1=O,89,89,86,95,88,103,103,83
Cc1ccc(S(=O)(=O)Nc2cccc3ccccc23)cc1,78,57,101,94,89,89,55,80
Cc1ccc(/C=C/C(=O)c2ccc(NC(=O)N3CCN(c4cc5c(cc4F)c(=O)c(C(=O)O)cn5C4CC4)CC3)cc2)cc1,102,104,100,98,101,98,71,98
CN(C(=O)C(Cl)Cl)c1ccc(OC(=O)c2ccco2)cc1,111,75,99,103,95,96,99,93
CCOC(=O)c1c(NC(=O)CSc2nnc(Cc3ccccc3Nc3c(Cl)cccc3Cl)n2-c2ccccc2)sc(C)c1C,84,79,38,83,120,89,94,101
O=C(O)/C=C/c1ccc2c(c1)CCC2,118,87,104,109,100,102,104,.
CCN(CC)CCOc1ccc(/C(=C(\C)Cc2ccc(Cl)cc2)c2ccc(Cl)cc2)cc1,97,39,78,69,88,.,86,77
NC1NNC(=S)S1 (stereo not drawn),118,121,106,95,94,100,109,109
CCCCCCCCCc1ccc(O)c(Cl)c1,100,90,105,103,113,103,91,77
Clc1cc(Cl)c(Cl)c(-c2nnc(SCc3ccncc3Br)o2)c1,93,69,96,92,99,95,.,90
Cc1cc(=O)[nH]c(SCC(=O)Nc2ccc(-c3nc4ccccc4[nH]3)cc2)n1,96,101,112,102,107,96,102,113
COc1ccc(C(=O)Oc2ccc[nH]c2=O)cc1,123,84,104,110,97,87,86,143
CCOC(=O)C1CC(=O)c2cc(OC)c(OC)cc2C1 (stereo not drawn),110,88,115,96,123,104,85,112

# 19 structures from above, ordered by molecular weight, highest first:
SMILES,MDA-MB-231,K-562,T-47D,MCF7,BT-549,LOX IMVI,MDA-MB-468,HS 578T
CCOC(=O)c1c(NC(=O)CSc2nnc(Cc3ccccc3Nc3c(Cl)cccc3Cl)n2-c2ccccc2)sc(C)c1C,84,79,38,83,120,89,94,101
Cc1ccc(/C=C/C(=O)c2ccc(NC(=O)N3CCN(c4cc5c(cc4F)c(=O)c(C(=O)O)cn5C4CC4)CC3)cc2)cc1,102,104,100,98,101,98,71,98
COC(=O)[C@@H](NS(=O)(=O)N(c1ccc(F)cc1)C1CCN(Cc2ccc(F)cc2)CC1)C(C)C,111,84,82,109,101,98,97,111
O=C(Nc1ccncc1)C(=O)c1cn(S(=O)(=O)c2ccc(C(F)(F)F)cc2)c2ccccc12,70,.,84,89,105,92,37,104
CCN(CC)CCOc1ccc(/C(=C(\C)Cc2ccc(Cl)cc2)c2ccc(Cl)cc2)cc1,97,39,78,69,88,.,86,77
O=C1Nc2ccc(Cl)cc2/C1=C/c1ccc(OCc2ccc(Br)cc2F)cc1,95,41&91,10&106,12&87,82&129,7.6*!,49&93,-0.7*!
Clc1cc(Cl)c(Cl)c(-c2nnc(SCc3ccncc3Br)o2)c1,93,69,96,92,99,95,.,90
Cn1c(=O)c2c(nc(N/N=C/c3ccccc3Br)n2C)n(C)c1=O,89,89,86,95,88,103,103,83
CC1(C)CC(=O)C2=C(C1)OC1=C(C(=O)CC(C)(C)C1)C2c1ccccc1Cl,103,93,92,93,118,100,90,102
CN(C(=O)C(Cl)Cl)c1ccc(OC(=O)c2ccco2)cc1,111,75,99,103,95,96,99,93
CC1=C(C)C[C@@]2(Cc3c(ccc4ccccc34)C2=O)S(=O)C1 (stereo partly drawn),103,104,88,106,111,96,117,98
COc1c(C(=O)/C=C/c2ccc(C)o2)c(O)cc2occc12,89,23,67,39,68,71,31,66
Cc1ccc(S(=O)(=O)Nc2cccc3ccccc23)cc1,78,57,101,94,89,89,55,80
CCOC(=O)C1CC(=O)c2cc(OC)c(OC)cc2C1 (stereo not drawn),110,88,115,96,123,104,85,112
COc1ccc(C(=O)Oc2ccc[nH]c2=O)cc1,123,84,104,110,97,87,86,143
CCOC(=O)/C(C#N)=C(\C)CCc1ccccc1,109,142,99,92,.,97,76,99
Cc1nc(C(F)(F)F)c(F)c(=O)[nH]1,113,90,.,97,101,95,101,103
O=C(O)/C=C/c1ccc2c(c1)CCC2,118,87,104,109,100,102,104,.
NC1NNC(=S)S1 (stereo not drawn),118,121,106,95,94,100,109,109

# Continuation.
SMILES,MDA-MB-231,K-562,T-47D,MCF7,BT-549,LOX IMVI,MDA-MB-468,HS 578T
Cc1ccc(-c2nn(-c3ccccc3)cc2/C=C/C(=O)NNC(=O)Nc2ccc(F)cc2)cc1,97,99,93,92,111,97,107,106
COc1ccc(-c2ccc(-c3ccc(C(=N)N)cn3)s2)cc1,88,0.3*,74,44,88,55,73,97
COc1ccc2cc(-c3ccc(C(=O)N/N=C/c4ccc(OC)c(OC)c4)c(C)n3)ccc2c1,100,.,97,95,98,92,115,107
N#CC(CC(=O)c1ccccc1)c1ccccc1 (stereo not drawn),101&89,92&122,89&92,95&95,91&101,95&99,102&104,95
O=C(/C=C/c1ccccc1)c1ccccc1,110,.,65,-2.5*,126,90,75,98
FC(F)(F)c1cc(NC2=NCCN=C(Nc3cc(C(F)(F)F)cc(C(F)(F)F)c3)SS2)cc(C(F)(F)F)c1,73,29,16,32,71,50,24,79
Cc1ccc(S(=O)(=O)NNc2ccc(-c3ccccc3)nn2)cc1,76,93,102,91,97,97,105,104
Nc1nc(-c2ccccc2Br)nn1-c1nc2ccccc2s1,101,95,105,78,100,106,103,104
CC[C@H](CC[C@@H](C)[C@H]1CC[C@H]2[C@@H]3/C(=C/c4cccnc4)C(=O)C4=CC(=O)CC[C@]4(C)[C@H]3CC[C@]12C)C(C)C,95,76,48,51,91,.,97,107
C[C@H](C(=O)N[C@@H](Cc1ccc(-c2ccccc2)cc1)C(=O)NC1CC(C)(C)N(C)C(C)(C)C1)c1ccc(-c2ccccc2)c(F)c1,-68*,-57*,-53*,-80*,-83*,-84*,-87*,-35*
CCCCCCCCCCCCCCCC(=O)OCCCCCCCCCC,119,121,109,102,118,96,108,117
CCc1cccc(C(=O)O)c1N,96,95,93,94,103,95,103,112
Nc1ccccc1C(=O)NO,98,118,93,107,93,97,106,107
COc1cccc(-c2cc(-c3ccc(OC)c(S(N)(=O)=O)c3)[nH]c(=O)c2C#N)c1,.,106,113,93,96,.,102,.
Clc1ccc2c([C@H]3CC[C@H](c4c[nH]c5cc(Cl)ccc45)c4[nH]c5cc(Cl)ccc5c43)c[nH]c2c1,115,106,95,97,92,92,115,112
COc1nc(NC=O)cc(=O)n1C,97,107,87,96,.,107,101,107
O=C(OC12CC3CC(CC(C3)C1)C2)c1ccc(NCc2cc(O)ccc2O)cc1,-40*,-49*,-70*,6.1*,-82*,-69*,.,.
CCN(CC)c1ccc(/C=C2\SC(=O)C(Nc3nnc(-c4cccnc4SCc4ccccc4)o3)C2=O)cc1 (stereo not drawn),39,15,50,14,59,42,2.4*,27
CC(=O)NC1CCC(NC(=O)C2CCC3NOC(C4CCCCC4)C3C2)CC1 (stereo not drawn),101,98,93,84,102,95,118,103
CCOP1(=O)CC(C)=C(Cl)C(P(=O)(OCc2ccccc2)OCc2ccccc2)C1 (stereo not drawn),99,102,91,101,94,88,.,103
CC(=O)O[C@H](C)[C@H]1O[C@H]2CC(=O)O[C@H]2[C@@H]1O,114,96,101,94,96,95,127,102
O=c1ncc2c([nH]1)-c1cn(-c3ccccc3)cc1CC2,85,107,73,60,137,99,61,99
CC(NP(=O)(c1ccccc1)c1ccccc1)c1ccccc1 (stereo not drawn),102,104,101,103,111,98,100,95
CC(C)(C)c1cccc(C(=O)O)c1,90,94,92,91,106,95,94,92
O=C(O)CSC(=S)N1CCOCC1,100,117,113,106,105,96,103,106
# Further records:
SMILES,MDA-MB-231,K-562,T-47D,MCF7,BT-549,LOX IMVI,MDA-MB-468,HS 578T
Cc1cc(C)c2c(c1)N1OC(C2)C[C@H]1/C=C/c1ccccc1 (stereo partly drawn),101,88,94,88,105,94,92,122
CNC(=O)c1cc(Oc2ccc3nc(NC(=O)NCCCN4CCN(C)CC4)sc3c2)ccn1,110,10,103,100,92,94,96,96
Nc1ccccc1CCc1ccccc1N,86,82,97,89,90,85,107,97
COc1ccc(C2C(C#N)=C(N)Oc3cc(O)ccc32)cc1 (stereo not drawn),95,92,103,91,112,101,84,98
COC(=O)c1ccc(O)c(CN(C)C)c1,109,101,104,99,93,99,101,104
CCCN1C(=O)/C(=C\C(=O)c2cc3ccccc3oc2=O)c2ccccc21,89,59,86,65,96,88,77,115
O=C(Cn1c(=O)sc2ccccc21)NNS(=O)(=O)c1ccccc1,109,100,97,101,102,99,110,103
CC(=O)Cc1nc2ccccc2[nH]1,99,.,111,96,110,96,97,94
Oc1[nH]c2ccccc2c1Nn1c(N=N/C=c2/ccc3c(c2)C=NN=3)n[nH]c1=S,76,101,99,77,.,98,107,103
CN(NC(=O)C(=O)NCc1ccco1)C(=O)Nc1ccc(Cl)cc1,104,89,95,100,93,102,105,115
CCOC(=O)CCOc1ccccc1,100,93,104,99,108,109,84,.
CCN(CC)CCCCNc1ccc(NCCCCN(CC)CC)c2c1C(=O)c1ccccc1C2=O,80,1.9*,122,79,96,-57*,106,101
O=C(CC1Sc2ccccc2NC1=O)NNc1ccc(Cl)cc1Cl (stereo not drawn),71,84,54,79,78,81,71,76
C#CCSCCO,105,106,107,99,101,99,94,104
COc1cc(-c2cc(-c3nc4cc(F)ccc4nc3C)nc(N)n2)cc(OC)c1OC,82,100,87,91,86,96,94,112
CCOC(=O)c1ccc2c(c1)[n+](=O)c(C(=O)OC)c(C)n2[O-],92,59,51,72,63,77,12,77
COc1ccc(-c2cc(Cc3ccc(O)c(OC)c3)c(=O)[nH]n2)cc1,89,101,77,103,93,95,92,98
CC12CCC3C4(C)COC(c5ccc(F)cc5)OC4CCC3(C)C1CC(C1=CCOC1=O)O2 (stereo not drawn),92,59,60,74,85,95,68,111
O=C(/C=C/c1cccc(O)c1)c1ccc(O)cc1,89,23,63,37,87,32,41,101
COC(=O)Cc1nc2c(N)nc(N)nc2[nH]c1=O,102,101,103,94,101,90,113,114
c1ccc2cc(C[n+]3ccn(CCCCCCCCCCn4cc[n+](Cc5ccc6ccccc6c5)c4)c3)ccc2c1,17,8.6*,-0.6*,16,-40*,-54*,-28*,-1.1*
CCCCCCCCCCCCNC(=S)N/N=C/c1ccccc1Cl,108,101,91,63,120,113,103,118
COc1ccc(C2=NN3C(C2)c2ccccc2OC32C(=O)Nc3ccc(Br)cc32)cc1 (stereo not drawn),95,100,107,97,100,98,162,100
CCOC(=O)C1=C(N)N(c2ccc(C)cc2)C2=C(C(=O)CC(C)(C)C2)C1c1ccc(OC)cc1 (stereo not drawn),116,109,100,96,105,93,99,104

# Part of the list above, with bars between the fields:
mol | MDA-MB-231 | K-562 | T-47D | MCF7 | BT-549 | LOX IMVI | MDA-MB-468 | HS 578T
CCN(CC)c1ccc(/C=C2\SC(=O)C(Nc3nnc(-c4cccnc4SCc4ccccc4)o3)C2=O)cc1 (stereo not drawn) | 39 | 15 | 50 | 14 | 59 | 42 | 2.4* | 27
CC(=O)NC1CCC(NC(=O)C2CCC3NOC(C4CCCCC4)C3C2)CC1 (stereo not drawn) | 101 | 98 | 93 | 84 | 102 | 95 | 118 | 103
